# High-throughput results deposited in PubChem BioAssay by National Center for Advancing Translational Sciences (NCATS).
# GALK inh – qHTS Assay for Inhibitors of Human Galactokinase (GALK). 270,000 compounds, 0.007% hits. Purified GALK, Kinase-Glo residual ATP luminescence. P51570. Potency, µM (titrated, usually from 57.5 µM), for the others: at the top dose activity change, negative = inhibition, usual class: inhibitors; further: potency means the concentration at half of the fitted maximal effect; on the % scale 0 is the no-effect control and ±100 the full control effect
#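 Luminescence from leftover ATP (Ultra-Glo luciferase/luciferin) served as read-out after a 1 h room-temperature reaction of 5 nM GALK with 35 uM ATP and 100 uM galactose.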
# KCNH2 3.1 block – qHTS for Inhibitors of KCHN2 3.1: Mutant qHTS | Potassium voltage-gated channel subfamily H member 2, brain isoform KCNH2 3.1 (human) | U2OS KCNH2 3.1, thallium flux FluxOr; hits give low values | activity change, % (tested at about 1.8 µM) | 340,000 compounds, 0.95% hits | AID 720553, 2013;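 active means maximum activity change below -70%; inconclusive means maximum activity change from -70% to -50%; inactive means maximum activity change above -50%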;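 further: thallium influx rate constant from kinetic fluorescence after stimulation buffer; on the % scale 0 is the no-effect control and ±100 the full control effect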
#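 Kinetic fluorescence (2 min after stimulation buffer) measures Tl+ influx through KCNH2 3.1 expressed by viral transduction in U2OS cells; the rate constant is normalized against DMSO controls serving as positive and negative references.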
# B2AR arrestin – qHTS assay of beta-arrestin-biased ligands of beta2-adrenergic receptor | 330,000 compounds, 0.02% hits | Beta-2 adrenergic receptor (Homo sapiens), P07550 | beta-arrestin recruitment to beta2AR, cell-based reporter | Potency, µM (top dose mostly 46.1 µM), for the others: at the highest dose activation, usual class: activators;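 further: potency means the concentration at half of the fitted maximal effect; 0% = DMSO controls and full agonism = EC100 isoproterenol or metaproterenol; nearly all actives have a fitted effect of over 65% in size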
# TRPV1 agonist – HTS Assay for Compounds that Act as Agonists of the Vanilloid Receptor 1 | 320,000 compounds, 0.19% hits | Transient receptor potential cation channel subfamily V member 1 (Homo sapiens), Q8NER1 | TRPV1-expressing cells, Fluo-8 calcium influx, agonist mode | activation, % at 8.33 µM | AID 540275, 2011; in the data active means activation above about 80%; inconclusive means between about 30% and that limit; further: 0% is about no effect
# Target sequence (Q8NER1 whole entry, looked up): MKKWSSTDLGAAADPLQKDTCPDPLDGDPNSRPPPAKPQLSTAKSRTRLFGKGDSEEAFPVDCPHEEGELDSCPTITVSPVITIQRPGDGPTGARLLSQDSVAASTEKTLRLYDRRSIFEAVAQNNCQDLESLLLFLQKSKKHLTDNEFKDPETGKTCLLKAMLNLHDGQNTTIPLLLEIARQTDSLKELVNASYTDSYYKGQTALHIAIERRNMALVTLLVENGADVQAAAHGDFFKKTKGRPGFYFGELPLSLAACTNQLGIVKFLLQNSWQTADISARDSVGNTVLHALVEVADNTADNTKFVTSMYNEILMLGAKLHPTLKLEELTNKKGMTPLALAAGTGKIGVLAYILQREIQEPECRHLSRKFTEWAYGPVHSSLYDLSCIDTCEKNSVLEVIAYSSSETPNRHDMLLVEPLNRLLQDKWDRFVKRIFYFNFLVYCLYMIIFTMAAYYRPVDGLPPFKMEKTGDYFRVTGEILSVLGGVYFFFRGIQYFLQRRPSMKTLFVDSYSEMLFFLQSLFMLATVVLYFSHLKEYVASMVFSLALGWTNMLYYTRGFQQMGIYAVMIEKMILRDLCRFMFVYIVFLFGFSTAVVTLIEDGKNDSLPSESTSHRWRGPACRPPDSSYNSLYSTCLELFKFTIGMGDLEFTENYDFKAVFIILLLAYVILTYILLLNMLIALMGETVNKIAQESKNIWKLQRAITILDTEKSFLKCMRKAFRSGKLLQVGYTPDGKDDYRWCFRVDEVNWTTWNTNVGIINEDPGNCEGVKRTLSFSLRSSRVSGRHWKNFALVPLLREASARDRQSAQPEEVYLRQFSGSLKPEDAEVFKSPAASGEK
#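 Fluo-8 calcium influx in TRPV1-expressing cells, kinetic read (ex 480/em 520 nm). Compound added and read 3 min for agonist activity, followed by capsaicin at EC20 final and 2 min further read for enhancement.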
# Menin-MLL TR inh – qHTS Assay for Inhibitors Targeting the Menin-MLL Interaction in MLL Related Leukemias: Competition With Texas Red Labeled MLL-derived Mutant Peptide; Menin + Texas Red MLL mutant peptide, fluorescence polarization; Potency, µM (series often up to 61.6 µM), without a hit: at the top dose FP activity change, negative = inhibition, most hits filed as inhibitors; 270,000 compounds, 0.23% hits; AID 1768, 2009; active means well fitted inhibition curve with a large enough effect in the polarisation, with a control signal flat, not every such curve was filed as active; inconclusive means small, poorly fitted or top-dose-only effect, or effect the other way, or a change in a side signal; inactive means no such curve, though single readings can be large or run the other way; the % refers to the polarisation; further: potency means the concentration at half of the fitted maximal effect; % of control where 0% means no effect; many of its hits are not listed in these tables
# hERG WT inh – qHTS for Inhibitors of KCHN2 3.1: Wildtype qHTS; 340,000 compounds, 0.37% hits; activity change, % at 1.84 µM; Voltage-gated inwardly rectifying potassium channel KCNH2 (Homo sapiens), Q12809; U2OS, BacMam KCNH2, thallium flux FluxOr; hits give low values;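 active means maximum activity change below -70%; inconclusive means maximum activity change between -70% and -50%; inactive means maximum activity change above -50%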; further: on the % scale 0 is the no-effect control and ±100 the full control effect
#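 U2OS cells transduced with wild-type KCNH2 virus are loaded with FluxOr dye for 45 min, and thallium flux is measured in kinetic reads before and after stimulation buffer. Rate constants are normalized to DMSO controls.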
# USP2a block – qHTS Assay for Inhibitors of Ubiquitin-specific Protease USP2a Using CHOP2 as the Reporter. Ubiquitin carboxyl-terminal hydrolase 2 (Homo sapiens), O75604. USP2 core, Ub-CHOP2 coupled fluorogenic reporter, 485/531. Potency, µM (titrated, usually from 38.3 µM), for the others: top-dose activity change, negative = inhibition, usual class: inhibitors. 330,000 compounds, 0.01% hits. AID 463254, 2010;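 further: potency means the concentration at half of the fitted maximal effect; plate controls were DMSO wells for no effect and full inhibition by NEM control for full effect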
#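 Deubiquitinase activity read as fluorescence (485/531 nm) after Ub-CHOP2 cleavage activates the enterokinase reporter on its substrate; USP2 core 10nM, Ub-CHOP2 and substrate 25nM each, 30min compound preincubation then 60min RT; data normalized to NEM, curves fitted.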
# FBPA coupling cs – qHTS Assay for Inhibitors of Fructose-1,6-bisphosphate Aldolase from Giardia Lamblia: Coupling assay counterscreen; coupling enzyme system counterscreen, AmpLite Red fluorescence; activity change, negative = inhibition, % at 58.2 µM, hits read low; 290,000 compounds, 0.67% hits; in the data active means activity change below about -30%; further: on the % scale 0 is the no-effect control and ±100 the full control effect
#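 Counterscreen of the coupled detection system alone, without aldolase: glyceraldehyde-3-phosphate coupling enzymes plus AmpLite Red readout. Compounds at 57.5 uM final, 10 min RT preincubation, 20 min RT reaction, fluorescence 525/598 nm.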
# CXXC DNA block – qHTS Fluorescence Polarization Assay for Inhibitors of MLL CXXC domain - DNA interaction | Histone-lysine N-methyltransferase 2A (Homo sapiens), Q03164 | MLL-CXXC / FITC-HOXA9 DNA fluorescence polarization | Potency, µM (titrated, usually from 115 µM), for the others: top-dose activity change, negative = inhibition, actives largely listed as inhibitors | 290,000 compounds, 0.037% hits | AID 2662, 2010; active means well fitted inhibition curve with a large enough effect in the polarisation, with a control signal flat, not every such curve was filed as active; inconclusive means small, poorly fitted or top-dose-only effect, or effect the other way, or a change in a side signal; inactive means no such curve, though single readings can be large or run the other way; the % refers to the polarisation; further: potency means the concentration at half of the fitted maximal effect
#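 Purified MLL-CXXC (added from a 7 uM solution) was preincubated 5 min at ambient with pinned compounds in 50 mM Tris-HCl pH 7.5, 50 mM NaCl, 1 mM DTT, 0.05% BSA. Fluorescein-labeled HOX-A9 DNA (50 nM solution) followed, 30 min, then polarization read.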
# Giardia killer – Small Molecules that selectively kill Giardia lamblia: qHTS. Giardia lamblia trophozoite viability. activity change, % at 7.66 µM, hits read low. 340,000 compounds, 0.15% hits. AID 540267, 2011; in the data active means activity change below about -80%; inconclusive means between about -30% and that limit;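 further: parasites exposed to compound for two days anaerobically before the ATP read; on the % scale 0 is the no-effect control and ±100 the full control effect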
#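 Anaerobic 48 hrs incubation at 37 deg C of 100 trophozoites/well with test compounds; ATPLite 1-Step luminescence, 15-30 min RT, reports cellular ATP as viability.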
# PKM2 activator – qHTS Assay for Activators of Human Muscle isoform 2 Pyruvate Kinase; 260,000 compounds, 0.34% hits; Potency, µM (highest dose often 57.5 µM), for inactives: top-dose activation, hits mostly activators; purified PKM2, Kinase-Glo ATP luminescence, activation; response scale: 0% is enzyme alone, no compound; Pyruvate kinase PKM (Homo sapiens), P14618; further: potency means the concentration at half of the fitted maximal effect; on the % scale 0 is the no-effect control and ±100 the full control effect; nearly all actives have a fitted effect of over 55% in size
#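 Kinase-Glo luminescence reports ATP generated from ADP (0.1 mM) and PEP (0.5 mM) by purified hPK-M2 after 1 h at room temperature, pH 7.2 imidazole buffer; intermediate enzyme activity allows detecting inhibitors and activators.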
# * marks the source's active call; other numbers are inactive results; i = inactive; ? = inconclusive; / = not tested or not shown; [ ] = another dose, or the depositor's remark. Unless noted, the call rests on the fitted dose curve; in most records, active means well fitted curve in the direction sought with a large enough effect; inconclusive means small, poorly fitted or top-dose-only effect, or another doubt; inactive means no such curve, though single readings can be large; an effect the other way counts as inactive or inconclusive. Some of the compounds tested; the hit share may differ from the screen's.
SMILES,GALK inh,KCNH2 3.1 block,B2AR arrestin,TRPV1 agonist,Menin-MLL TR inh,hERG WT inh,USP2a block,FBPA coupling cs,CXXC DNA block,Giardia killer,PKM2 activator
CCCc1cc(=O)[nH]c(SCc2cc(=O)oc3cc(C)c(C(C)C)cc23)n1,4%,-5,-0.1%,8,-8%,3,3%,20,6%,3,-1%
Cc1ccc(-c2cc(-c3ccc(C)cc3O)[nH]n2)cc1,-5%,-24,-0.4%,0,?,-2,0%,-3,2%,15,-4%
N#C/C(C(N)=O)=c1/ccc2c(c1)N1C3=C(CCCC3)CC3CCCCC31N=2 (stereo unspecified),9%,6,-0.3%,22,?,7,0%,-11,?,1,-56%
O=C(Nc1nnc(SCc2cccc(F)c2)s1)c1ccco1,6%,6,-1.8%,1,4%,2,1%,12,-2%,4,7%
Cc1cccc(/C=C/c2onc(C)c2S(=O)(=O)N2CCC(C(=O)N3CCCCCC3)CC2)c1,-4%,-6,-0.8%,16,-10%,-2,4%,1,-14%,0,/
CNS(=O)(=O)c1cc(OCC(N)=O)c(C)cc1Cl,-1%,10,0.2%,1,-3%,-3,0%,0,1%,-8,-16%
CCCCOc1ccc(C)cc1CN(CCO)CCO,3%,5,-0.1%,15,-11%,7,5%,3,11%,2,-2%
CC(C)Cn1c(=S)[nH]c2ccccc2c1=O,-2%,1,0.5%,?,6%,-15,0%,0,1%,-9,-7%
C=CCn1c(SCC(=O)Nc2ccccc2CC)nnc1-c1ccncc1,2%,-10,0.5%,-4,9%,-8,-1%,2,-3%,13,0%
Cc1c(N=NC2=C(O)CC(C)(C)CC2=O)cc2c(c1[N+](=O)[O-])C(C)(C)CC2(C)C,0%,-4,-0.5%,?,/,-1,-2%,-1,2%,8,-1%
Cc1c(NC(=S)N/N=C/c2ccc(N(C)C)cc2)c(=O)n(-c2ccccc2)n1C,1%,1,-3.5%,-1,-14%,27,-1%,3,24%,-1,-2%
N#CC(c1ccc(=O)[nH]n1)c1ccc(Cl)cc1Cl (stereo unspecified),3%,2,-0.1%,0,8%,i,1%,1,-4%,0,4%
Cc1ccc2nc(NC(=O)C3CC3C)sc2c1 (stereo unspecified),2%,-24,-0.2%,?,/,-3,1%,2,16%,-16,/
O=C(CN1C(=O)c2ccccc2C1=O)N1CCN(c2ccccn2)CC1,1%,19,-0.1%,1,13%,7,2%,4,5%,43[activator],2%
CC/C(=N/N=C(\CC)c1ccccc1)c1ccccc1,0%,5,-0.4%,-3,6%,0,2%,1,3%,-29,3%
O=C(Nc1ccccc1-c1ccccc1)c1ccccc1,2%,-3,-0.8%,1,-1%,14,-1%,0,-10%,-27,4%
COc1cccc(N2CCN(C(=O)C3CCN(S(=O)(=O)c4cccs4)CC3)CC2)c1,-4%,-46,-0.3%,-1,-6%,3,1%,-1,-5%,-2,1%
COC(=O)C1CCN(C(=O)COC(=O)c2n[nH]c3ccccc23)CC1,0%,-5,-0.6%,-3,3%,-17,-1%,0,-2%,-1,-5%
CO[C@H]1CC[C@@]2(C)[C@@H](CC[C@@H]3[C@@H]2CC[C@@]2(C)[C@H]3C[C@H](C(=O)O)O[C@]23CCCO3)C1,/,-2,0.2%,/,/,0,0%,/,/,-3,/
CN(C)c1nc(N)nc(CSc2nc3c(c(=O)n(C)c(=O)n3C)n2Cc2ccccc2F)n1,1%,-3,-0.1%,0,-14%,-2,-1%,-2,-1%,-1,4%
CC1=C(C(=O)Nc2cccc(C(=O)NC(C)c3ccccc3)c2)SCCO1 (stereo unspecified),/,11,0.3%,-1,7%,-8,-1%,1,-2%,10,9%
CN(CC(=O)Nc1cccc(F)c1)C(=O)c1cc(S(=O)(=O)N2CCN(c3ccccc3)CC2)ccc1Cl,/,-2,-0.9%,4,/,-8,-12%,/,/,-12,/
O=C(CN1CCCCC1)NC(=O)Nc1ccccc1F,/,-15,-0.6%,15,/,2,-1%,/,/,4,/
C=CCN(c1ccc(C(=O)NCCN2CCOCC2)cc1)S(C)(=O)=O,-4%,17,-0.6%,-4,8%,-14,0%,-2,4%,-10,-5%
CCOCCCNC(=O)C(NC(=O)c1ccc2c(c1)OCO2)c1ccc(Cl)cc1 (stereo unspecified),5%,-36,0.1%,16,-23%,2,2%,1,-14%,0,14%
Cc1cc(/C=C(\C#N)C(=O)OCC#N)c(C)n1CC(C)C,0%,4,-0.3%,29,2%,-1,1%,2,-2%,7,2%
Cc1ccc(S(=O)(=O)CC(=O)N(CCCN(C)C)c2nc3ccc(C)cc3s2)cc1,/,0,-0.3%,4,/,0,-3%,/,/,3,/
CCN(CC)CCN(Cc1cc2cc(C)ccc2[nH]c1=O)C(=O)Nc1ccccc1OC,-4%,-26,-0.1%,-2,?,23,-3%,-23,3%,-13,1%
CCN(CC(=O)Nc1c(F)cccc1F)C(=O)C1CCN(S(=O)(=O)c2ccc(C)c(C)c2)CC1,/,10,-0.7%,1,/,-4,0%,/,/,5,/
O=C(c1ccc(F)c(F)c1)N1CCC2(CC1)NCCc1[nH]cnc12,-3%,15,0.2%,3,/,0,3%,/,48%,-4,/
COc1ccccc1CNC(=O)CN(c1ccc(C)cc1)S(=O)(=O)c1c(C)noc1C,-1%,3,-1.0%,19,-24%,10,-1%,7,33%[activator],2,-3%
COCCNCC(=O)Nc1ccc(C)c(S(=O)(=O)N2CCCCC2)c1,15%,-1,0.0%,0,-21%,4,1%,-1,2%,9,4%
CCOc1ccc(/C=C/[N+](=O)[O-])c2ccccc12,-5%,-25,-0.4%,11,2%,-7,0%,-7,-16%,-16,-1%
FC(F)(F)c1cc(-c2ccccc2)nc(-n2cncn2)n1,0%,3,0.0%,-4,-3%,2,0%,2,3%,8,2%
Cc1ccccc1N(CC(=O)NCc1ccncc1)S(C)(=O)=O,8%,-5,0.2%,1,-4%,10,-3%,-2,2%,-3,9%
CC(C)[C@H](NS(=O)(=O)c1ccccc1)C(=O)Nc1ccccc1N1CCOCC1,/,7,-0.7%,/,/,6,2%,/,/,4,/
COc1ccccc1CCN=C(N)NS(=O)(=O)c1ccc(F)cc1,4%,/,-0.3%,1,/,1,2%,/,27%,-9,4%
O=C(O)c1cc2ccccc2n1-c1ccccc1,1%,6,-1.0%,-2,-5%,-8,-1%,0,-6%,-3,2%
Cc1ccc2sc(N(CCN(C)C)C(=O)c3ccc4ccccc4c3)nc2c1C,3%,-17,-0.2%,3,/,4,2%,/,-5%,9,/
COc1cc(-n2c(=O)c3ccccc3n(CC(=O)OCc3ccccc3)c2=O)cc(OC)c1OC,0%,2,0.1%,17,4%,-1,1%,1,12%,14,-16%
COc1ccc(-c2cc(C(=O)Nc3c(F)cc(F)cc3Br)no2)cc1,-1%,-7,-0.4%,1,-26%,-3,2%,0,1%,27,/
CCOC(=O)C(=N/O)/C(C)=N/NC(C)=O,-1%,18,-0.1%,4,-3%,0,-6%,1,-4%,-2,-3%
O=C(/C(=N/O)n1cncn1)c1ccccc1Cl,-4%,5,0.4%,1,/,2,6%,0,9%,1,2%
COc1ccc(N(C(=O)c2snc(C(N)=O)c2N)C(C(=O)NC2CCCC2)c2ccco2)c(OC)c1 (stereo unspecified),1%,-26,-0.9%,?,-17%,-2,1%,-3,1%,-5,1%
Nc1nnnn1NCc1cccc(OCc2ccccc2)c1,2%,-2,0.1%,0,-21%,2,-1%,3,-3%,1,-10%
CCN(CC)CCOCCOc1ccccc1F,2%,-9,-0.3%,2,3%,-14,-3%,9,6%,6,-5%
C=CCn1c(SCC(=O)NCc2ccco2)nc2ccccc2c1=O,7%,-17,-0.5%,1,4%,-7,2%,-3,10%,-8,0%
COCC1CCN(Cc2c(C(=O)N3CCc4ccccc4C3)nc3ccc(Cl)cn23)C1 (stereo unspecified),-3%,-9,-0.3%,10,/,-9,2%,/,?,15,-1%
O=C(COC(=O)CCC(=O)c1ccc2c(c1)OCCO2)NCc1ccc2c(c1)OCO2,-1%,-6,-0.4%,1,0%,-7,-2%,0,9%,-20,-1%
